Screening data (PubChem)
FLuc inh = Photinus pyralis luciferase inhibition; P08659; purified P. pyralis luciferase, luminescence, biochemical; Potency, µM (doses to about 115 µM), without a hit: at the highest dose activity change, negative = inhibition, usual class: inhibitors; actives 2.5% (n = 76,000); also: potency is read from the fitted curve at half-maximal effect; nearly all actives have a fitted effect of over 65% in size
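Purified 10nM P. pyralis luciferase with 10uM D-luciferin and 10uM ATP in 50mM Tris acetate pH 7.5, 10mM Mg acetate, 0.01% Tween-20, 0.05% BSA. qHTS titration; luminescence read by CCD imager.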
GPT2 inh = inhibitors of human GPT2 alanine aminotransferase; Q8TD30; Recombinant GPT2, coupled pyruvate oxidase/HRP Amplex Red fluorescence; Potency, µM (series often up to 57.7 µM), without a hit: top-dose activity change, negative = inhibition, most hits filed as inhibitors; actives 0.25% (n = 100,000); also: potency is read from the fitted curve at half-maximal effect; nearly all actives have a fitted effect of over 60% in size; many of its hits are not listed in these tables
Target sequence (Q8TD30 whole entry, looked up): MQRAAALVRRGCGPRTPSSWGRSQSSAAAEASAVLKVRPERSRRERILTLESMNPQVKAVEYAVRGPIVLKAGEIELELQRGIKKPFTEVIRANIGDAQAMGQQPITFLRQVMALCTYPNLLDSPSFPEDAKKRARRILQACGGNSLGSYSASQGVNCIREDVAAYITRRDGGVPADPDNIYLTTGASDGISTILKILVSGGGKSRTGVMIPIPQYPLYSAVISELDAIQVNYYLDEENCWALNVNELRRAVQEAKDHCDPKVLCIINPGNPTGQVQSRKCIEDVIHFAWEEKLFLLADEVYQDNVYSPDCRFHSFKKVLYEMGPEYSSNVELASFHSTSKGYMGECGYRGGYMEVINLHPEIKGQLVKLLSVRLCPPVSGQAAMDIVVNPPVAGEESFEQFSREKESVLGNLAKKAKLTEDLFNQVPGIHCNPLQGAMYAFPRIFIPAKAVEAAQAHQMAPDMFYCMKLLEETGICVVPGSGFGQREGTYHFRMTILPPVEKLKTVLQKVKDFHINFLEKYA
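Fluorescence read-out: pyruvate from GPT2 turnover coupled to pyruvate oxidase, HRP and Amplex Red (0.2mM ThPP, 0.2U/mL PO and HRP, 50uM Amplex final). Substrates 250uM a-KG, 2mM L-alanine; enzyme 10ng/uL; 30 min RT.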
NIH3T3 tox = kills NIH 3T3 cells | Potency, µM (top dose mostly 96.7 µM), for inactives: top-dose activity change, negative = cytotoxicity, hits mostly inhibitors | NIH 3T3 viability, CellTiter-Glo ATP luminescence, 48-72 h | actives 4.3% (n = 94,000); also: potency is read from the fitted curve at half-maximal effect; nearly all actives have a fitted effect of over 55% in size
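NIH 3T3 cells at 400 cells/well received 23 nL of compound by pintool and were incubated 48 or 72 h at 37 °C. Viability was read as ATP-coupled CellTiter-Glo luminescence.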
SNCA expr inhib = reduces expression of the alpha-synuclein gene; HEK-293 SNCA-luciferase knock-in, luminescence, 24 h; Potency, µM (top dose mostly 57.2 µM), for the others: at the highest dose activity change, negative = inhibition, most hits filed as inhibitors; actives 0.17% (n = 140,000);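 also: potency is read from the fitted curve at half-maximal effect; plate controls were DMSO cells for no effect and cell-free wells for full effect; nearly all actives have a fitted effect of over 45% in size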
IP6K1 inh = blocks human inositol hexakisphosphate kinase 1. Q92551. IP6K1 kinase, ADP-Glo luminescence, 2 h; active compounds read low. activity change, % (series mostly up to about 58 µM). actives 0.81% (n = 140,000); in the data active = activity change below about -25%
Target sequence (Q92551 whole entry, looked up): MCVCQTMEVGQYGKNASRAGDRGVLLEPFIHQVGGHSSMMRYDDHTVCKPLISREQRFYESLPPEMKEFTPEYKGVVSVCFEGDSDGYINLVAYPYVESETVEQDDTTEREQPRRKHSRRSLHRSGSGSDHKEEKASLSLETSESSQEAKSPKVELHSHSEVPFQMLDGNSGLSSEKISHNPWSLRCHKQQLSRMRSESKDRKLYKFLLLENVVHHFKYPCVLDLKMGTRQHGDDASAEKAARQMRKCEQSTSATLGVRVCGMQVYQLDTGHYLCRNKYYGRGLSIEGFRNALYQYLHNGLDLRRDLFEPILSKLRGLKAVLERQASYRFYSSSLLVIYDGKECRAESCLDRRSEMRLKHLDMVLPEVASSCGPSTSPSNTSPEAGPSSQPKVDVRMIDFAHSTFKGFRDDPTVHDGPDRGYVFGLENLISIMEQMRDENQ
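ADP-Glo luminescence measures ADP made by human IP6K1 during a 2 h RT reaction with ATP/IP6 (mix at 1.3 mM/130 uM); top library doses 57.5 and 19.1 uM final.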
SNCA viab count = reduces viability of HEK-293 SNCA reporter cells. HEK-293-SNCA-luc viability, GF-AFC fluorescence, 24 h. Potency, µM (doses to about 57.1 µM), for the others: at the top dose activity change, negative = cytotoxicity, usual class: cytotoxic. AID 1671193. actives 0.12% (n = 150,000);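 also: potency is read from the fitted curve at half-maximal effect; 0% = DMSO-treated cells and -100% = medium-only wells without cells; nearly all actives have a fitted effect of over 30% in size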
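HEK-293-SNCA-luc cells (1500/well) plated 24 h, then exposed 24 h to a dilution series; GF-AFC added 30 min at 37C, fluorescence 405/540 nm; normalised to medium-only and DMSO wells, Hill fit.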
HEK293 tox = kills HEK 293 cells; HEK 293 viability, ATP luminescence (CellTiter-Glo), 48-72 h; Potency, µM (highest dose often 115 µM), for inactives: at the highest dose activity change, negative = cytotoxicity, hits mostly inhibitors; actives 6.6% (n = 94,000); AID 1345083; also: potency is read from the fitted curve at half-maximal effect; nearly all actives have a fitted effect of over 60% in size
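HEK 293 seeded at 250 cells/well receive compound via pintool. After 48 or 72 hr at 37 degree Celsius, 5% CO2 and 95% humidity, CellTiter-Glo is dispensed and luminescence read following 10 min at room temperature.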
* marks the source's active call; other numbers are inactive results; i = inactive; ? = inconclusive; . = not tested or not shown; [ ] = remark or other dose. Unless noted, calls follow the shape of the dose curve; as a rule, active = well fitted curve in the direction sought with a large enough effect; inconclusive = small, poorly fitted or top-dose-only effect, or another doubt; inactive = no such curve, though single readings can be large; an effect the other way counts as inactive or inconclusive. Unless noted, % is scaled to controls: 0 for no effect and ±100 for the full control effect. Some of the compounds tested; the hit share may differ from the screen's.

SMILES	FLuc inh	GPT2 inh	NIH3T3 tox	SNCA expr inhib	IP6K1 inh	SNCA viab count	HEK293 tox
COc1ccc(N2CCN(C(=O)COCc3cc(-c4ccc5c(c4)OCO5)on3)CC2)cc1	.	.	.	4%	8	-10%	.
Cc1ccc(Cl)cc1NC(=O)CSc1nc2ccccc2c2nc(-c3ccccc3)nn12	.	.	.	1%	-7	-2%	.
Cc1ccc2c(C(=O)NCc3ccc(F)c(Cl)c3)cc(NC(=O)C(C)C)cc2n1	-17%	-12%	?	2%	6	0%	?
CC1(CNc2ccccc2)COc2ccc(C(=O)N3CCN(c4ccccn4)CC3)cc2N1 (stereo not given)	-9%	1%	?	?	-5	?	?
O=C(Cc1cccc(Cl)c1)N1CCC([C@@H]2CNC[C@H]2CO)CC1	1%	-13%	-19%	13%	17	1%[12.5 µM]	-3%
COCc1ncc(C)n1CC1CCN(S(=O)(=O)c2c(C)noc2C)CC1	.	i	-12%	34%[activator]	7	15%	-18%
CCOCc1nc(C2CCCN(C(=O)Nc3ccccc3)C2)no1 (stereo not given)	-17%	-6%	-4%	11%	21	2%[12.5 µM]	5%
COc1cccc(-c2ccc(C(=O)N3CCC(NC(=O)Nc4ccccc4F)CC3)cc2)c1	.	i	?	-26%	7	2%[12.5 µM]	16µM*
CCOC(=O)c1c(C)oc2ncnc(N3CCN(c4ccccc4F)CC3)c12	.	.	.	-14%	4	-6%	.
COc1cccc(N2C(=O)NC(=NC3CCCCC3)C23CCN([S+](=O)([O-])c2ccccc2)C3)c1 (stereo not given)	.	-16%	i	?	-15	-3%	i
Cc1ccc(CNC(=O)Cn2ncc3c([nH]c4ccc(C)cc43)c2=O)cc1	.	.	.	20%	3	?	.
CC(C)N1C(=O)CO[C@H](c2ccc(NC(=O)c3cnccn3)cc2)[C@H]1CO	-3%[172 µM]	0%[88.5 µM]	0%[174 µM]	7%[87.6 µM]	9	6%[87.6 µM]	2%[172 µM]
N#Cc1cccc(NC(=O)N2Cc3[nH]cnc3C[C@H]2c2nc(-c3ccc(Cl)cc3)no2)c1	-19%	-13%	79µM*	-22%	4	-25%	?
O=C(Nc1cccc(Cl)c1)Nc1ccccc1OCc1cc(=O)n2ccccc2n1	.	.	.	10%	1	0%	.
CCCN1CCN(CCCNC(=O)c2cc3c(s2)-c2ccccc2OC3)CC1	.	.	.	48%[activator]	-4	7%	.

Compound profiles, from the list above. Screens in order: FLuc inh, GPT2 inh, NIH3T3 tox, SNCA expr inhib, IP6K1 inh, SNCA viab count, HEK293 tox
Record of N#Cc1cccc(NC(=O)N2Cc3[nH]cnc3C[C@H]2c2nc(-c3ccc(Cl)cc3)no2)c1 : -19%, -13%, 79µM*, -22%, 4, -25%, ?
Record of COc1cccc(-c2ccc(C(=O)N3CCC(NC(=O)Nc4ccccc4F)CC3)cc2)c1 : ., i, ?, -26%, 7, 2%[12.5 µM], 16µM*

(listing goes on)
SMILES	FLuc inh	GPT2 inh	NIH3T3 tox	SNCA expr inhib	IP6K1 inh	SNCA viab count	HEK293 tox
CC(=O)c1ccc(NC(=O)N2C[C@@H]3C[C@H](C2)c2ccc(NC(=O)c4ccc(F)cc4)c(=O)n2C3)cc1	0%	3%	i	5%	6	9%	i
CCN(C)S(=O)(=O)NCC1CCN(c2cnn(C)c(=O)c2)C1 (stereo not given)	-5%	1%	-3%	1%	19	-2%	i
COc1cc(S(=O)(=O)n2ccnc2C(C)C)ccc1Br	.	.	.	-13%	2	11%	.
CC(C)NC(=O)N1CNC(=O)C12CCN(C(=O)[C@@H](N)c1ccccc1)CC2	.	2%	i	-7%	0	-8%	i
CC1=C[C@@H](CNS(=O)(=O)c2cccc(C#N)c2)[C@H](C(C)C)C[C@H]1CC(=O)Nc1ccccn1	6%	-2%	?	7%	-8	-17%	?
O=C(NC1CCCCC1)N1Cc2[nH]cnc2C[C@H]1c1nc(-c2ccc3c(c2)OCO3)no1	-17%	4%	?	?	5	-21%	-25%
COc1ccc(OC2CCN(C(C)=O)CC2)c(C(=O)NCc2cc3ccccc3[nH]2)c1	-15%	i	-20%	42%[activator]	19	8%	-13%
CCOC(=O)c1ccccc1Nc1nc2ccc(C)cc2n2nnnc12	.	.	.	1%	-12	-1%	.
NC(=O)c1cnccn1	.	0%	.	-2%	32	3%	.
Nc1[nH]c(=O)ncc1F	.	-25%	.	-3%	5	3%	.
CO[C@H]1COCCN(C(=O)c2ccc(C#N)cc2)C1	-5%[230 µM]	1%[88.5 µM]	i	-16%[87.6 µM]	6	3%[87.6 µM]	2%[230 µM]
O=C(CC1CCCC1)Nc1ccc2ncnc(N3CCCCC3)c2c1	1%	1%	?	3%	9	-21%	?
COCCn1c(CN(C)Cc2sccc2C)cnc1S(=O)(=O)CC1CCCCC1	12%	?	?	-19%	1	-11%	?
COc1ccc(NC(=O)N2C[C@@H]3C[C@H](C2)c2c(NC(=O)C4CCCCC4)ccc(=O)n2C3)cc1	4%	-6%	-10%	11%	12	-14%	-16%
COc1cc(C=C2CCC/C(=C\c3ccc(O)c(OC)c3)C2=O)ccc1O	.	i	.	-57%[25.6 µM]	10	-23%[23.9 µM]	.

Single values from the list:
Under FLuc inh, `COCCn1c(CN(C)Cc2sccc2C)cnc1S(=O)(=O)CC1CCCCC1` reads 12%
Under SNCA viab count, `NC(=O)c1cnccn1` reads 3%
Under SNCA viab count, `Nc1[nH]c(=O)ncc1F` reads 3%
Under IP6K1 inh, `CC(=O)c1ccc(NC(=O)N2C[C@@H]3C[C@H](C2)c2ccc(NC(=O)c4ccc(F)cc4)c(=O)n2C3)cc1` reads 6
Under SNCA viab count, `CC(C)NC(=O)N1CNC(=O)C12CCN(C(=O)[C@@H](N)c1ccccc1)CC2` reads -8%

The list continues:
SMILES	FLuc inh	GPT2 inh	NIH3T3 tox	SNCA expr inhib	IP6K1 inh	SNCA viab count	HEK293 tox
Cc1noc(C)c1C(=O)NC1CC(=O)N(Cc2cccc(F)c2)C1 (stereo not given)	-3%	-15%	-5%	-12%	-2	-7%	-22%
CCCCCNC(=O)CC(c1cccc(OC)c1OC)c1c[nH]c2c(CC)cccc12 (stereo not given)	0%	i	?	-19%	0	-6%	45µM*
CN(C)[C@@H]1CO[C@H](CNC(=O)c2ccccc2)[C@H]1O	0%[230 µM]	-2%[88.5 µM]	i	7%[87.6 µM]	21	-10%[87.6 µM]	-1%[230 µM]
Cc1ccccc1S(=O)(=O)N1C[C@@H](Oc2cccnc2)C[C@@H]1C(=O)N1CCOCC1	4%	1%	-12%	-2%	34	-10%	i
CN1C(=O)CC(C(=O)O)C12CCN(C(=O)Nc1ccccc1)CC2 (stereo not given)	-1%	-7%[11.5 µM]	0%	-26%	23	?	i
Cc1nc([C@@H]2CN(Cc3ccc(C(F)(F)F)cc3)C[C@H]2C(N)=O)n[nH]1	0%	?	-10%	-4%	9	-4%	?
Cc1cc2[nH]c(=O)c(=O)[nH]c2cc1S(=O)(=O)N1CCN(c2cccc(Cl)c2)CC1	.	.	.	-10%	19	6%	.
COCCNc1ncccc1-c1noc([C@@H]2CCCN2Cc2ccc3c(c2)OCO3)n1	-9%[172 µM]	-24%[88.5 µM]	?	-5%[87.6 µM]	14	0%[87.6 µM]	?
CN(Cc1ccc(C2CC(=O)Nc3n[nH]c(C4CCC4)c32)o1)S(C)(=O)=O (stereo not given)	-2%	-8%[11.5 µM]	i	-21%	20	-7%	i
CCC1Oc2ccccc2N(CC(=O)NCc2ccccc2)C1=O (stereo not given)	.	.	.	127%[activator]	7	-7%	.
COc1ccc(-c2noc([C@@H]3CCCN3C(=O)c3cc4ccccc4[nH]3)n2)cc1OC	-23%	-2%	-10%	111%[activator]	16	-11%	-14%
CCOC(=O)c1ccc(-c2ccc(/C=C(\C#N)C(=O)Nc3c(C)cccc3Cl)o2)cc1	.	.	.	119%[activator]	-11	-9%	.
O=C(c1ccncc1)N1CCC2(CC1)NCCc1c2[nH]c2ccccc12	-1%	i	-25%	15%	6	-11%[12.5 µM]	-20%
CCOc1ccc(-c2cc3c(=O)n(CC(=O)NCc4ccc(C)cc4)ccn3n2)cc1	.	.	.	43%	-14	4%	.
CN(C)C[C@@H]1CN(c2ccncn2)C[C@H]1NC(=O)c1ccc(Br)o1	-9%	i	-8%	-8%	-3	3%	-20%

Structural class, the entries above containing bromine.
SMILES	FLuc inh	GPT2 inh	NIH3T3 tox	SNCA expr inhib	IP6K1 inh	SNCA viab count	HEK293 tox
COc1cc(S(=O)(=O)n2ccnc2C(C)C)ccc1Br	.	.	.	-13%	2	11%	.
CN(C)C[C@@H]1CN(c2ccncn2)C[C@H]1NC(=O)c1ccc(Br)o1	-9%	i	-8%	-8%	-3	3%	-20%

The results go on.
SMILES	FLuc inh	GPT2 inh	NIH3T3 tox	SNCA expr inhib	IP6K1 inh	SNCA viab count	HEK293 tox
CC(=O)Nc1ccc(OCC(=O)NCCc2cccs2)nc1	6%	i	-24%	18%	-4	2%	18%
COCC(=O)N1CCN(C(=O)Nc2ccccc2)C[C@H]1C(=O)N[C@H](Cc1c[nH]c2ccccc12)C(N)=O	1%	-11%	-1%	27%	-7	11%	-1%
O=C1N[C@@H](Cc2cccs2)C(=O)N2CC[C@H](NS(=O)(=O)c3cccs3)C[C@@H]12	1%[172 µM]	5%[88.5 µM]	-16%[174 µM]	4%[87.6 µM]	-4	9%[87.6 µM]	4%[172 µM]
Cc1ccccc1N(C)C1CN(Cc2cncs2)C1	-8%[172 µM]	i	?	5%[87.6 µM]	12	-14%[87.6 µM]	?
CC(C)C(=O)N1CCCCCNC(=O)[C@@H]2CCCC[C@@H]21	-10%	i	0%	4%	5	-3%	-8%
CCC(C)NC(=O)c1ccc2c(c1)sc1nc(-c3ccc(OC)cc3)cn12 (stereo not given)	.	.	.	143%[activator]	-11	-4%	.

Rewritten in markdown: entries from further up.
| structure | FLuc inh | GPT2 inh | NIH3T3 tox | SNCA expr inhib | IP6K1 inh | SNCA viab count | HEK293 tox |
| --- | --- | --- | --- | --- | --- | --- | --- |
| O=C1N[C@@H](Cc2cccs2)C(=O)N2CC[C@H](NS(=O)(=O)c3cccs3)C[C@@H]12 | 1%[172 µM] | 5%[88.5 µM] | -16%[174 µM] | 4%[87.6 µM] | -4 | 9%[87.6 µM] | 4%[172 µM] |
| CC(=O)Nc1ccc(OCC(=O)NCCc2cccs2)nc1 | 6% | i | -24% | 18% | -4 | 2% | 18% |
| Cc1ccccc1N(C)C1CN(Cc2cncs2)C1 | -8%[172 µM] | i | ? | 5%[87.6 µM] | 12 | -14%[87.6 µM] | ? |
